Source: PubChem BioAssay (National Center for Advancing Translational Sciences (NCATS))
NTMT1 inhibitor = inhibitors of human N-terminal methyltransferase NTMT1; Potency, µM (highest dose often 114 µM), inactives show at the top dose activity change, negative = inhibition, usual class: inhibitors; NTMT1 MTase-Glo SAH luminescence, purified enzyme; 59,000 tested, 2.5% active; Q9BV86; AID 1645870; active means well fitted inhibition curve with a large enough effect; inconclusive means small, poorly fitted or top-dose-only effect;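 further: plate controls were DMSO vehicle for no effect and no enzyme for full effect; nearly all actives have a fitted effect of over 65% in size; many of its hits are not listed in these tables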
Target sequence (Q9BV86 whole entry, looked up): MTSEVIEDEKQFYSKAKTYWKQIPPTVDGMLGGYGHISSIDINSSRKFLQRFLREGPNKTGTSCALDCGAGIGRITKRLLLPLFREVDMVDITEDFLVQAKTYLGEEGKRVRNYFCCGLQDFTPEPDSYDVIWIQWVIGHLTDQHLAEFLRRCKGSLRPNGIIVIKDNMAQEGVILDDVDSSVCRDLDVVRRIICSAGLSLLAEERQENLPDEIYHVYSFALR
* hit, by the source's call; ? = inconclusive; & = joins results of further samples; ! = not confirmed by another sample; [ ] = remark or other dose. Potency means the concentration at half of the fitted maximal effect. Not all compounds are listed (hit frequency here may not be typical).

#	Molecule	NTMT1 inhibitor
1	O=C(c1cc2sccc2n1Cc1ccccc1)N(CCc1ccc(O)c(O)c1)Cc1ccccc1	-2%[57.5 µM]
2	COc1ccc(NC(=O)C(OC(=O)CNC(=O)c2ccccc2)c2ccccc2)c(C)c1 (stereo unspecified)	3%[57.5 µM]
3	Cc1ccc(Cn2ncc3c4sc(C)cc4n(C)c3c2=O)c(C)c1	12%[57.5 µM]
4	Nc1ccc2c(=O)n3nc(Nc4ccc5c(c4)CCC5)sc3nc2c1	11%&-4%
5	CC(=O)NC(c1ccco1)c1cc(Cl)c2ccccc2c1O (stereo unspecified)	-3%
6	CCCn1c(-c2ccc(F)cc2)nc2c(N3CCN(CCn4ccnc4)CC3)nc(C)nc21	-7%
7	O=C(Nc1ncc(Cc2ccc(C(F)(F)F)cc2)s1)c1cnc(-c2ccccc2)s1	7%
8	O=C(Nc1nc(Nc2cc(F)cc(F)c2)nc(NC2CCCC2)n1)OCc1ccccc1	2%[57.5 µM]
9	COc1ccc(C(=O)N(Cc2ccccc2)Cc2ccccc2)c(O)c1	18%
10	Cc1ccc(C2N=C(Nc3nc4ccccc4o3)NC3=C2C(=O)CCC3)cc1 (stereo unspecified)	2%
11	Cc1ccc(S(=O)(=O)Nc2ccccc2C(=O)Nc2nc(-c3ccccc3)c(C)s2)cc1	-6%[57.5 µM]
12	CC1(C)C[C@@H]2C[C@@](C)(CN2S(=O)(=O)c2ccc(C(=O)Nc3ccc(Cl)c(S(=O)(=O)N4CCOCC4)c3)cc2)C1	2%
13	Cc1cc2c(s1)c1cnn(Cc3ccc(F)cc3Cl)c(=O)c1n2C	-7%
14	CC(C)CC(OC(=O)CNC(=O)c1ccccc1)C(=O)Nc1cc(C(F)(F)F)ccc1Cl (stereo unspecified)	12%
15	COc1ccc(S(=O)(=O)Nc2cc(OC)cc3cccnc23)cc1	24%
16	CC(Cc1cnccn1)Nc1cnc2c(O)ccc(C(=O)O)c2c1 (stereo unspecified)	28%
17	CN(Cc1nccs1)S(=O)(=O)c1ccc(Nc2nc(-c3ccccc3)cs2)cc1	-11%
18	CCO[C@@H]1OC(=O)C[C@@H]1NC(=O)[C@@H]1CCCN2C(=O)CC[C@H](NC(=O)c3nccc4ccccc34)C(=O)N12	11%
19	N#Cc1nc(Nc2ccccc2)nc(NC2CCCC2)n1	-13%[57.5 µM]
20	O=S(=O)(c1ccc2c(c1)OCCO2)N1CCN(S(=O)(=O)c2cccs2)CC1	-4%
21	N#CN1CCC(NS(=O)(=O)c2cccc(C(F)(F)F)c2)CC1	7%
22	O=S(=O)(Nc1ccc2ccccc2c1)c1ccc(NCc2ccc(Br)cc2O)cc1	8%[57.5 µM]
23	N=c1c2c(ncn1-c1ccccc1)Oc1ccc3ccccc3c1C2c1ccc2c(c1)OCO2 (stereo unspecified)	?
24	COc1ccc([S+](=O)([O-])N2CCCN([S+](=O)([O-])c3ccc(OC)c(NC(C)=O)c3)CC2)cc1NC(C)=O	?
25	CC(=O)Nc1sc2c(c1-c1cccc3ccccc13)CCNC2	-3%
26	CC(=O)Nc1cccc([S+](=O)([O-])N2CCCN([S+](=O)([O-])c3cccc(NC(C)=O)c3)CC2)c1	0%
27	Cc1ccc(-c2nn(C(C)(C)CNC(=O)c3ccncc3)c3ncnc(N)c23)cc1	8%
28	O=C(NCCc1ccc2c(c1)OCO2)c1cc2sccc2n1Cc1ccccc1	10%
29	CC(C)N1CCc2c(sc(NC(=O)C(F)(F)F)c2-c2nc3ccccc3s2)C1	?
30	COC(=O)Nc1cc(Nc2cc(NC3CC3)c3ncc(C#N)n3n2)c(Cl)c(N2CCN(C)CC2)c1	?
31	CCCn1c(C)nc2c(N3CCC(N(C)C)C3)nc(C)nc21 (stereo unspecified)	2%
32	CN(CC(F)(F)F)c1nc(NCc2ccc(-c3cccnc3)cc2)c2ccccc2n1	25%
33	CN(C)CCOc1ccc(-c2nc(-c3ccc4c(c3)CC/C4=N\O)c(-c3ccncc3)[nH]2)cc1	28µM*
34	O=C(Nc1ccc(Cl)c(Cl)c1)N1CCN(c2ccncc2)CC1	-4%
35	COc1cccc(Cn2ncc3c4sc(B(O)O)cc4n(C)c3c2=O)c1	-4%[57.5 µM]
36	Cc1ccc(NC(=O)CSc2nnc(-c3cccc([S+](=O)([O-])N4CCCC4)c3)n2-c2ccccc2)cc1	7%
37	CCOC(=O)c1ccoc1-c1ccc2ncnc(NCc3csc(C)n3)c2c1	-4%
38	O=Cc1c(-c2ccccc2)no[n+]1[O-]	?
39	C#CCCC(=O)Nc1sc2c(c1-c1nc3ccccc3s1)CCNC2	?
40	Cc1ccc(-c2ccc(=O)n(C(C)C)n2)cc1	-5%

A second format for 2 compounds above.
(38) O=Cc1c(-c2ccccc2)no[n+]1[O-]
  NTMT1 inhibitor: ?

(39) C#CCCC(=O)Nc1sc2c(c1-c1nc3ccccc3s1)CCNC2
  NTMT1 inhibitor: ?

(list continues)
#	Molecule	NTMT1 inhibitor
41	N#Cc1ccc(-c2ccc(C3Nc4ccccc4C(=O)N3O)o2)cc1 (stereo unspecified)	-20%
42	FC(F)(F)c1cc(-c2ccc(CNc3nc(-c4ccccc4C(F)(F)F)nc4ccccc34)cc2)ccc1Cl	?
43	O=C(CCc1ccccc1Br)NCCc1nc2ccccc2[nH]1	11%
44	Fc1cc(Nc2nc(-c3ccncc3)nc3ccccc23)ccc1-c1cccc(OC(F)F)c1	?
45	O=C(NCc1ccccc1)Nc1nnc(-c2ccncc2)s1	6%[57.5 µM]
46	Fc1ccc(-c2nnc(CCCCSc3nnc(-c4cccc5ccccc45)o3)o2)cc1	7%[57.5 µM]
47	COc1cccc(C2c3c(ncn(-c4cccc(Cl)c4)c3=N)Oc3ccc4ccccc4c32)c1 (stereo unspecified)	1%
48	COc1ccc(S(=O)(=O)N[C@@H](CNc2nc(C)nc(N3CCC(c4ccc5c(n4)NCCC5)CC3)c2C)C(=O)O)cc1	9%
49	Cc1cc2c(s1)c1cnn(Cc3ccccc3F)c(=O)c1n2C	39%[activator]
50	Cc1ccnc(NC(=S)N2CC3CN(c4cccc(C(F)(F)F)c4)CC3C2)c1 (stereo unspecified)	?

(further entries)
cpd	molecule	NTMT1 inhibitor
51	CC(C)(C)OC(=O)N[C@@H](Cc1ccc(OS(=O)(=O)c2cccc3cnccc23)cc1)C(=O)N1CCCN(C(=O)OC(C)(C)C)CC1	12%
52	C/C=C\C1=CCCC1Nc1ncnc2ccc(-c3c(C)noc3C)cc12 (stereo unspecified)	?
53	NC(=O)C1CCN(c2nc(-c3ccc([N+](=O)[O-])cc3)cs2)CC1	5%
54	CCC(=O)NC(c1cccs1)c1cc([N+](=O)[O-])c2cccnc2c1OC (stereo unspecified)	50µM*!
55	FC(F)(F)c1ccc(N2CCN(C(=S)Nc3ccccn3)CC2)cc1	?
56	O=c1c(Nc2ccc(Br)c(Br)c2)c(Nc2nnc(-c3ccncc3)s2)c1=O	79µM*
57	O=C(O)c1ccc(CSc2nnc(-c3ccc([S+](=O)([O-])N4CCCC4)cc3)n2-c2ccccc2)cc1	14%
58	COc1ccc2[nH]c(C(=O)N3CCC(CC(C)(C)O)CC3)cc2c1	20%
59	COc1ccc(-c2cncc(NC(=O)c3cccs3)c2)cc1OC	-13%
60	CC(C)(Nc1nc(-c2ccccc2C(F)(F)F)nc2ccccc12)c1ccc(-c2cccc(C(F)(F)F)c2)cc1	0%
61	Cc1ccc(C(=O)Nc2ccc(S(=O)(=O)Nc3nccs3)cc2)cc1C	-15%
62	NCCC(=O)Nc1cccc(-c2nn3c(=O)cc(N4CCNCC4)nc3s2)c1	?
63	O=C(Cn1nc(-c2cccnc2)ccc1=O)NCCc1ccccc1	9%
64	Cc1cc(-c2nnc3n2CCCCCCC3)c(C)n1-c1ccccc1	1%
65	Cc1ccc(C(=O)Nc2ccccc2C(=O)Nc2nc(-c3ccccc3)cs2)cc1	3%[57.5 µM]
66	Cc1cc2c(s1)c1cnn(Cc3ccc(F)cc3F)c(=O)c1n2C	0%
67	CCOc1ccc(CCNC(=O)c2cc3sccc3n2CCN2CCN(C)CC2)cc1OCC	5%
68	Cc1ccc(OCCn2c(CCNC(=O)C3CCCCCC3)nc3ccccc32)cc1	9%
69	NC(=O)C1CCN(c2cc(-c3ccc4c(c3)OCCCO4)ncn2)CC1	-1%[57.5 µM]
70	Cc1ccc(S(=O)(=O)Nc2cnccc2C(=O)Nc2ccccc2)cc1	7%
71	Cc1cn([C@H]2C[C@H](N[S+](=O)([O-])Cc3ccccc3)[C@@H](CO)O2)c(=O)[nH]c1=O	5%[57.5 µM]
72	CN(C)C(=O)c1ccc(-c2cc[nH]c(=O)c2N)cc1	?
73	Cc1ccc(CNc2ccc(N3CCN(C(=O)OC(C)(C)C)CC3=O)cc2)cc1	6%
74	Cc1ccc(-c2ccc(=O)n(CC(=O)N(C)[C@@H](C)c3ccccc3)n2)cc1	-1%
75	CCOC(=O)c1ccc(O)c2ncc(NCC3CCCN(CCc4ccccc4)C3)cc12 (stereo unspecified)	-3%

3 successive records out of the list so far, quoted:
cpd	molecule	NTMT1 inhibitor
54	CCC(=O)NC(c1cccs1)c1cc([N+](=O)[O-])c2cccnc2c1OC (stereo unspecified)	50µM*!
55	FC(F)(F)c1ccc(N2CCN(C(=S)Nc3ccccn3)CC2)cc1	?
56	O=c1c(Nc2ccc(Br)c(Br)c2)c(Nc2nnc(-c3ccncc3)s2)c1=O	79µM*

(more compounds)
cpd	molecule	NTMT1 inhibitor
76	CCN(CC)CCn1c(-c2ccccc2)nc2c(NCCO)nc(C)nc21	89µM*
77	CC(C)(C)[C@H](NC(=O)c1ccc(N)c(Cl)c1)C(=O)N1CCC[C@H]1C(=O)N[C@H](C#N)Cc1nn[nH]n1	17%
78	NC(=O)Nc1cc(-c2ccc(CN3CCOCC3)c(F)c2)sc1C(=O)N[C@H]1CCCNC1	11%[57.5 µM]
79	Fc1ccccc1-c1ccc(Nc2nc(-c3ccncc3)nc3ccccc23)cc1F	-11%[57.5 µM]
80	CCCn1c(-c2ccc(F)cc2)nc2c(NCC(C)(C)CN(C)C)nc(C)nc21	-4%
81	CC(=O)Nc1sc2c(c1C#N)CCN(C(C)C)C2	9%
82	Cc1ccc(Nc2nnc(Cc3ccncc3)c3ccccc23)cc1Br	1%
83	O=C1Nc2ccccc2/C1=C/c1cc(Cl)c(O)c(Cl)c1	35µM*!
84	Cc1cc(NC(=O)Nc2nnc(-c3ccncc3)s2)ccc1F	?
85	Brc1cnc2nc(SCc3cccnc3)[nH]c2c1	-2%[57.5 µM]
86	COc1cccc(C2c3c(ncn(-c4ccc(NC(C)=O)cc4)c3=N)Oc3ccc4ccccc4c32)c1 (stereo unspecified)	5%[57.5 µM]
87	COc1ccc(C2=Nn3c(nnc3-c3ccccc3Cl)SC2)cc1O[C@H]1CCOC1	6%
88	Cc1ccc(N[S+](=O)([O-])c2cc3c(cc2NC2CC2)NC(=O)CC3)cc1C	-1%[57.5 µM]
89	Fc1ccc(-c2ccc(Nc3nc(-c4ccncc4)nc4ccccc34)cc2F)c(F)c1	?
90	CCCn1c(-c2ccc(F)cc2)nc2c(NCCN3CCOCC3)nc(C)nc21	8%
91	O=c1c2ccccc2nc2sc(Nc3cccc(Br)c3)nn12	44%[activator]
92	CCN(CC)c1cc2c(cc1S(=O)(=O)Nc1ccc(C)c(C)c1)CCC(=O)N2	10%
93	Nc1cccc(CNc2ccc(S(=O)(=O)Nc3nccs3)cc2)c1O	-3%[29.8 µM]
94	N#Cc1ccccc1S(=O)(=O)N1CCN(S(=O)(=O)c2ccc3c(c2)OCCO3)CC1	0%
95	CCCCc1ccc(-c2ccc(=O)n(CC(=O)NCCc3ccccc3)n2)cc1	5%
96	O=C(OCC#CCSc1nnc(-c2cccc3ccccc23)o1)c1ccccc1F	8%
97	COc1cccc(C2=Nn3c(nnc3-c3ccccc3O)SC2)c1	8%
98	Nc1nc(NCc2ccccc2)c2[nH]cnc2n1	11%[12.6 µM]
99	CN1CCN(c2ccc(Nc3nn4c(=O)c5ccccc5nc4s3)cc2)CC1	?
100	CC(C)(O)CNc1ncc(-c2ccnc(Nc3ccncc3)n2)c(CC2CC2)n1	-7%

Reformatted as labelled records: part of the list above
31: CCCn1c(C)nc2c(N3CCC(N(C)C)C3)nc(C)nc21 (stereo unspecified)
  NTMT1 inhibitor: 2%
32: CN(CC(F)(F)F)c1nc(NCc2ccc(-c3cccnc3)cc2)c2ccccc2n1
  NTMT1 inhibitor: 25%
33: CN(C)CCOc1ccc(-c2nc(-c3ccc4c(c3)CC/C4=N\O)c(-c3ccncc3)[nH]2)cc1
  NTMT1 inhibitor: 28µM*
34: O=C(Nc1ccc(Cl)c(Cl)c1)N1CCN(c2ccncc2)CC1
  NTMT1 inhibitor: -4%

Next section:
cpd	molecule	NTMT1 inhibitor
101	COc1ccc(-n2c(C)cc(-c3nnc4n3CCCCC4)c2C)cc1	21%
102	Cc1cnc(-c2ccccc2C(C)C)nc1NCC1CCN(c2cccnc2)C1 (stereo unspecified)	-3%
103	CCN1CCN(C(=O)CCN(CC(C)C)c2nc(-c3cccs3)nc3ccccc23)CC1	-19%
104	Cc1ccc(-c2ccc(=O)n(CC(=O)NCCc3ccncc3)n2)cc1	12%
105	O=S(=O)(c1ccc2nc(Cl)c(Cl)nc2c1)N1CCN(S(=O)(=O)c2c(F)cccc2F)CC1	2%[57.5 µM]
106	CCCCNc1nc(C)nc2c1nc(-c1ccccc1)n2CCCCN(CC)CC	-3%
107	CCNC(=O)c1ccc(-c2ccc3ncnc(NCc4nccs4)c3c2)o1	?
108	CS(=O)(=O)c1ccc(-c2cnc(NCc3ccco3)n3cnnc23)cc1	-9%
109	CCOc1ccccc1-c1nnc2n1N=C(c1ccc(OC)cc1)CS2	14%
110	Oc1cccc2c(-c3nn[nH]n3)ccnc12	9%[57.5 µM]
111	Cc1noc(C)c1-c1ccc2ncnc(NCc3ccc(F)c(F)c3)c2c1	-1%
112	O=C(O)c1cccc(-n2cccc2/C=C2/C(=O)N(Cc3ccc(F)cc3)C(=O)N2Cc2ccc(F)cc2)c1	79µM*
113	COCCNc1ccc(NC(=O)c2cccs2)cn1	5%
